Autophagy HCS – modulators of autophagy; MEF GFP-LC3 puncta imaging; test concentration mostly 10 µM; calls only at 10 µM (by protocol); actives 0.98% (n = 190,000);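 active = percentage of spot-positive cells more than 3 SD above its plate mean, without a fluorescence outlier flag or 80% toxicity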;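 also: spot-positive cell cutoff set from DMSO-treated cells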
b-catenin transl – beta-catenin nuclear translocation modulation. nuclear translocation activity, % at 5 µM. actives 0.3% (n = 190,000). HeLa beta-catenin nuclear translocation, immunofluorescence imaging;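 active = nuclear translocation activity above 50% at 5 µM, with a well cell count of 50 or more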;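 also: per-cell ratio of nuclear to cytoplasmic median beta-catenin stain intensity; plate controls were DMSO negative control for no effect and GSK-3 inhibitor IX positive control for full effect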
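test system = HeLa cells, endogenous beta-catenin | dosing = single 5 µM dose plus 0.02–20 µM confirmation series | times = compound treatment 24 h, 37°C, 5% CO2 | technique = beta-catenin immunofluorescence imaging with DAPI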
T cell HTS – modulates CD8 T cell binding to vesicles; 2C CD8+ T cell-vesicle binding, flow cytometry; stronger effect = lower value; calls only at 7 µM; actives 0.068% (n = 330,000); AID 2052;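 active = response, share of CD8 T cells binding vesicles, and their 90th percentile fluorescence all below set limits, cut at about 80% in these data, passing the limit was not always enough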
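Test system: purified 2C TCR transgenic mouse naive CD8+ T cells. Probe or stimulus: QL9-peptide-loaded Drosophila micro-vesicles bearing Ld, ICAM-1 and B7-1. Incubation: binding step 1.5 h, 37 °C, antibody labelling 20 min, ice. Measured by: flow cytometry of vesicle-bound cells.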
MT stabilize HCS – microtubule stabilizers in HeLa cells; HeLa tubulin immunostaining HCS, 24 h; share of cells brighter than vehicle mean+2SD; actives 0.83% (n = 200,000); % tubulin-high responders, % at 10 µM; AID 2205;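 active = plate Z-score above 3 for both tubulin-high and condensed-nucleus cell shares, with cell loss under 80%, at 10 µM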;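 also: anti alpha tubulin signal scored within the nucleus-defined area of each cell; some results filed as inactive read as strong as hits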
Lipid droplet – hepatic lipid droplet formation modulation; actives 0.4% (n = 240,000); AID 1656; inhibition, % at 6.5 µM; AML12 mouse hepatocytes, oleate lipid droplets, BODIPY imaging;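 active = lipid droplet intensity inhibited by at least 50%, with more than 500 cells counted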
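Test system: AML12 mouse liver cells; schedule: overnight exposure; technique: high-content imaging of BODIPY-stained droplets and DAPI nuclei; read-out: % inhibition of corrected integrated BODIPY droplet signal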
Dynein cargo inh – blocks dynein driven cargo transport along microtubules. actives 0.47% (n = 220,000). AID 1381. 3617.4 mouse cells, GR-EGFP nuclear translocation imaging; test concentration mostly 20 µM; stimulated with dexamethasone, 1 µM; stronger effect = lower value. z-score, hits read low;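 active = plate z-score of nuclear minus cytoplasmic receptor signal below a set negative limit, without overly bright fluorescence or cell loss, cut at about -3.5 in these data, passing the limit was not always enough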;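 also: z-score of nuclear minus cytoplasmic ring GR-EGFP intensity difference per well; some compounds called inactive have numbers as strong as hits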
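Buffer or medium: tet-free, stripped-serum medium; Also added: dexamethasone, 1.0 µM final; Technique: high-content fluorescence imaging after fixation; Times: 48 h induction, 1 h compound, 30 min dex at 37 °C; Read-out: per-cell GR-EGFP intensity, nucleus versus surrounding cytoplasmic ring, well-averaged.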
Salmonella PhoP GFP – inhibitors of PhoP regulon expression, primary screen, Salmonella Typhimurium, GFP reporter (AID 1863); S. Typhimurium PhoP-regulated promoter GFP reporter, 4 h; higher % means a stronger effect; actives 0.16% (n = 300,000); inhibition, % at 50 µM, or IC50 in µM where a hit was titrated;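 active = inhibition over 29.93%, a cutoff 3 SD above the screen mean, later confirmed by dose response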;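 also: 0% = low Mg2+ inducing control and 100% = high Mg2+ repressing control; strong numbers were not always called active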
Ins promoter up – MIN6 insulin promoter up-regulation; MIN6 insulin promoter-GFP reporter, high-content imaging; stronger effect = higher value; z-score at 5 µM; actives 0.3% (n = 190,000); AID 1625;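 active = z-score above 3 at 5 µM with at least 500 cells counted in the well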
CSM14.1 death rescue – protection against thapsigargin-triggered cell killing – 384-well, CSM14.1, ATP luminescence, primary screen (AID 1222); cellular ATP content (survival), % at 20 µM; hits with a dose series show EC50 in µM; 190,000 tested, under 10 active; CSM14.1 thapsigargin-induced death rescue, ATP luminescence; higher % means a stronger effect;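 active = EC50 below 50 µM in the dose-response confirmation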;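 also: death triggered by thapsigargin at about 15 µM added after 2 h compound pretreatment; cell ATP read after overnight thapsigargin exposure of roughly 18 to 22 hours; normalized against plate controls of thapsigargin alone and 5% DMSO vehicle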
Dynein cargo inh cytoplasmic EGFP – second read-out of Dynein cargo inh, no call of its own (marks repeat the call); z-score; measured here: cytoplasmic GR-EGFP intensity; stronger effect = higher value
Dynein cargo inh nuclear GR-EGFP – second read-out of Dynein cargo inh, no call of its own (marks repeat the call); z-score; measured here: nuclear GR-EGFP intensity;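 lower value marks the stronger effect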
Dynein cargo inh cell count – second read-out of Dynein cargo inh, no call of its own (marks repeat the call); z-score; measured here: cell count per field
Ins promoter up cell count – recorded beside Ins promoter up, whose call it bears; cell count; measured here: cytotoxicity, nuclei count;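 total cells summed across four imaged fields per well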
Lipid droplet cells 6.5 µM – second read-out of Lipid droplet, no call of its own (marks repeat the call); cell count; measured here: cell count, cytotoxicity flag;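 cells counted across two imaged fields per well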
b-catenin transl cell count 5 µM – further read-out of b-catenin transl, marked with its call; cell count; measured here: cell count, cytotoxicity flag
T cell HTS vesicle-bound % – further read-out of T cell HTS, marked with its call; double positive events, %; measured here: CD8+ vesicle-bound cell fraction;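 binding gate set so that unloaded-vesicle control wells show 10% double positive cells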
MT stabilize HCS Hoechst-high % – further read-out of MT stabilize HCS, marked with its call; % Hoechst-high responders; measured here: nuclear condensation Hoechst responders;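 share of cells brighter than vehicle mean plus two SD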
MT stabilize HCS cytotoxicity % – second read-out of MT stabilize HCS, no call of its own (marks repeat the call); toxicity, %; measured here: cytotoxicity by cell density;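 0% = mean cell density of plate MIN control wells and 100% = no cells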
Autophagy HCS cell loss 18 h – further read-out of Autophagy HCS, marked with its call; toxicity, %; measured here: cell loss, nuclei count;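 cell loss after 18 h compound exposure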
* = called active by the depositor; i = inactive; nt = not tested or not shown.

Compound	Autophagy HCS	Autophagy HCS cell loss 18 h	b-catenin transl	b-catenin transl cell count 5 µM	T cell HTS	T cell HTS vesicle-bound %	MT stabilize HCS	MT stabilize HCS Hoechst-high %	MT stabilize HCS cytotoxicity %	Lipid droplet	Lipid droplet cells 6.5 µM	Dynein cargo inh	Dynein cargo inh cytoplasmic EGFP	Dynein cargo inh nuclear GR-EGFP	Dynein cargo inh cell count	Salmonella PhoP GFP	Ins promoter up	Ins promoter up cell count	CSM14.1 death rescue
CN(C)c1ccncc1C(=O)Nc1ccc(F)cc1F	nt	nt	-0.2	1042	i	56.0	nt	nt	nt	1.2	728	-0.137	-0.289	-0.286	0.999	-7.5%	0.72	1456	nt
CC(O)/C=C/c1ccc2ccccc2n1 (stereo unspecified)	i	-5.4	3.3	962	i	36.4	5.4	3.3	1.6	-14.0	769	-1.15	0.0141	-0.221	-0.0592	-8.2%	0.03	1097	3.9%
O=C(O)c1cccc(NS(=O)(=O)c2ccc(Cl)c(C(=O)O)c2)c1	i	0.5	-0.8	1190	i	37.9	1.6	2.0	6.6	nt	nt	0.105	-0.192	0.166	0.0452	-7.6%	0.94	1037	-1.1%
Clc1ccc(SCCN2CCNCC2)cc1	i	-1.9	-0.5	1102	i	30.1	1.1	0.9	1.5	-3.1	681	0.765	-0.345	0.192	0.853	0.0%	nt	nt	-1.5%
O=C(CNC(=O)c1ccc(F)cc1)Nc1ccccc1C(F)(F)F	nt	nt	0.2	1351	i	60.5	nt	nt	nt	-21.8	651	-1.63	-0.458	-0.688	2.59	3.7%	-0.24	1002	nt
COC(=O)[C@@]1(Cc2ccc(OC)cc2)[C@H]2c3cc(C(=O)N4CCCC4)n(CCc4c[nH]c5ccc(O)cc45)c3C[C@H]2CN1C(=O)c1ccccc1	i	-1.5	3.2	531	nt	nt	3.8	3.5	9.0	-30.2	710	0.187	-0.168	0.401	0.474	2.1%	-1.12	706	-2.2%
O=C(Nc1ccccc1)C1CCCN1/C=C/C(=O)C(F)(F)F (stereo unspecified)	i	-13.2	-5.9	1121	i	39.4	2.9	3.7	3.4	-1.5	719	0.287	-0.231	-0.107	0.628	2.0%	-0.12	1782	-0.4%
CCCCNc1nc(N)nc(-c2cc(Cl)ccc2O)n1	i	1.7	-4.2	567	i	55.9	3.9	3.7	2.2	-14.0	767	1.23	-0.00572	0.896	-2.46	4.6%	-0.39	1172	-1.6%
CN(C)c1ccccc1C(=O)c1ccccc1N(C)C	nt	nt	17.1	1029	i	32.4	54.9*	28.8*	63.5*	19.7	695	-0.0236	-0.218	0.302	0.059	-11.4%	0.23	916	-1.9%
COc1ccc(/C=C/C(=O)Nc2ccc3c(c2)OCCO3)cc1OC	i	-13.0	-1.0	975	i	5.4	1.4	1.9	9.7	-5.6	609	1.73	-0.127	0.995	-0.334	3.3%	-0.02	1435	-0.6%
Cc1cc2c(cc(C(=O)OC(C(=O)NCc3ccco3)C(C)C)n2C)o1 (stereo unspecified)	i	-3.0	-1.3	1165	nt	nt	2.2	0.9	2.1	nt	nt	1.29	-0.206	0.335	-0.587	7.7%	-0.2	1252	-0.9%
Nc1ccc2c(c1)N1CCN=C1S2	i	5.1	0.0	1093	i	12.0	2.9	1.3	5.6	nt	nt	0.502	-0.364	0.137	0.199	2.6%	-0.29	1212	-0.7%
N#C/C(=C\c1ccc(-c2ccccc2[N+](=O)[O-])o1)C(=O)Nc1nc(-c2cccs2)cs1	i	8.1	0.5	1039	i	33.8	6.2	1.8	4.9	72.1*	686*	-0.777	-0.285	-0.664	0.523	-0.4%	0.05	1427	-1.1%
CCOC(=O)C1C(=O)C=C(c2ccc(C)cc2)CC1c1ccccc1 (stereo unspecified)	i	20.0	0.0	1519	i	46.0	3.4	2.8	21.1	-1.3	654	0.13	0.188	0.395	0.327	-0.5%	-0.36	1402	0.3%
CC(C)Cn1c(S(=O)(=O)O)nc2ccccc21	nt	nt	-1.8	1263	i	45.9	nt	nt	nt	0.0	704	-0.628	0.214	0.172	0.246	-7.7%	1.71	951	nt
Cc1ccc(S(=O)(=O)n2nccc2-c2c(-c3ccc(Cl)cc3)noc2C)cc1	nt	nt	0.1	1141	i	4.9	nt	nt	nt	-8.2	763	-0.53	0.0661	-0.258	0.0482	-4.2%	nt	nt	nt
Cc1ccc(/C=C2/N=C(c3ccccc3)NNC2=O)cc1	nt	nt	0.5	1278	i	29.3	nt	nt	nt	6.4	725	-0.787	-0.205	-0.759	0.955	1.2%	-0.19	1165	nt
Cc1noc(C)c1CSc1nc2ccccc2c(=O)n1-c1ccc(F)cc1F	i	1.8	9.2	814	i	55.3	14.8	9.8	64.6	-14.2	746	0.211	-0.102	0.369	-0.43	12.5%	-0.08	1244	1.7%
COc1ccc(-c2nc(NC(=O)Cn3c(=O)oc4ccccc43)sc2C)cc1	i	1.1	2.3	1088	i	45.3	2.9	2.0	8.2	-18.9	548	-0.365	-0.198	-0.0125	0.611	5.6%	0.52	1438	0.3%
O=C(CCn1nc(-c2ccccc2)c2ccccc2c1=O)NCC1CCCO1 (stereo unspecified)	i	0.7	-3.4	882	i	65.0	3.3	1.7	11.6	nt	nt	-1.44	-0.176	-0.769	0.479	1.2%	nt	nt	-0.9%
Cc1ccc(C)c(NC(=O)CS(=O)(=O)c2c[nH]c3ccccc23)c1	i	4.1	1.7	1417	i	37.4	2.0	4.4	6.8	nt	nt	-1.21	-0.102	-0.21	0.581	-8.0%	-0.27	1505	0.0%
Clc1ccccc1OCc1nc(-c2ccncc2)no1	i	0.2	nt	nt	i	4.7	2.4	2.2	8.6	24.4	684	-0.284	-0.112	-0.337	-0.423	10.1%	0.68	1365	-3.2%
CC(C)C(=O)NNC(=O)c1csc(CS(=O)(=O)c2ccc(Cl)cc2)n1	nt	nt	-0.9	1305	i	36.3	nt	nt	nt	-4.3	725	-1.18	-0.128	-0.268	1.39	-1.5%	-0.06	1023	nt
Cc1ccc(-c2nnn(CC(=O)N(c3ccccc3)C(C(=O)NCC3CCCO3)c3cccs3)n2)o1 (stereo unspecified)	i	-0.2	-1.3	1065	i	23.3	1.4	1.6	6.9	-26.7	688	1.15	-0.111	0.991	-1.27	-9.2%	0.61	1131	-1.2%
O=C(O)c1ccc2c(c1)C(=O)N(NC(=O)c1ccccc1)C2=O	i	21.6	-0.5	1362	i	52.3	2.3	1.8	9.2	nt	nt	-0.29	0.253	0.233	-0.0985	-7.2%	-0.63	1656	5.6%
CCC(=O)NNc1cc(=O)c2c(=O)n(C)c(=O)n(C)c2[nH]1	i	-21.5	-2.8	1305	i	8.1	1.3	0.9	4.6	nt	nt	0.389	-0.0661	0.867	-0.661	0.8%	0.46	1581	-1.8%
Cc1cc(NC(=O)CCSc2ccc(Cl)cc2)no1	i	15.0	0.2	1358	i	63.4	3.8	1.4	23.4	0.1	719	-1.28	-0.317	-0.226	0.832	-0.7%	1.16	1480	-1.1%
COc1ccc(-c2noc(CCC(=O)N(C)c3cccc(C)c3)n2)cc1	i	-4.2	nt	nt	i	42.2	1.1	0.3	3.8	-0.5	772	1.03	-0.296	0.429	0.134	-3.1%	0.54	875	-0.3%
C=CCn1nnnc1SCC(=O)Nc1ccccc1C(=O)OC	i	0.8	0.2	1187	i	26.4	4.9	2.6	7.1	nt	nt	0.0104	-0.156	0.206	0.535	10.3%	0.14	1238	1.9%
CC(C)CNC(=S)NC(=O)c1ccc(Cl)cc1Cl	i	7.7	0.7	1013	i	35.9	3.7	3.2	8.8	8.7	641	-0.34	-0.175	-0.263	0.115	-6.4%	2.01	1691	-2.5%
O=C(Nc1ccc(Cl)c(Cl)c1)N1CC=CCC1	i	-6.5	-4.4	966	i	45.3	3.8	2.8	3.9	nt	nt	-0.298	-0.238	0.396	0.838	14.1%	0.29	1307	nt
CC(C)N(C(=O)CSc1nnc(NC(=O)c2cccs2)s1)C(C)C	i	-5.9	-9.5	504	i	59.5	3.2	2.7	5.8	1.4	752	0.0952	-0.204	-0.0765	1.03	1.9%	nt	nt	-1.8%
Clc1ccccc1CSc1nncn1NC/C=C/c1ccccc1	i	10.4	-2.4	1134	i	44.3	4.7	2.6	6.0	-23.5	637	0.97	-0.297	0.439	-0.424	14.4%	-0.62	1502	-1.5%
O=C1CSC(c2cccnc2)N1c1ccccc1 (stereo unspecified)	nt	nt	-2.6	1063	i	41.4	nt	nt	nt	2.4	754	1.69	-0.000266	0.679	-0.822	-6.6%	nt	nt	nt
